TAG inh: triacylglycerol accumulation inhibition; inhibition, % at 12.5 µM; H9c2 cells, Nile Red lipid (TAG) fluorescence; cells loaded with 200 µM oleic acid; 230,000 tested, 0.66% active; AID 651582;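 active means pattern-corrected inhibition of lipid staining of at least 50% with the nuclear-stain viability signal not falling by more than 50%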;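 further: 0% = DMSO wells and 100% = triacsin C control wells; some results filed as inactive read as strong as hits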
TAG inh DAPI viability: also measured in TAG inh; calls as there; DAPI nuclei signal change (viability), lower = more cytotoxic, %;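 whole-well DAPI fluorescence read on a plate reader as a viability signal; minus 50 percent equals half of cells still viable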
* = called active by the depositor. Some of the compounds tested; count on the stated rates, not on these rows.

SMILES	TAG inh	TAG inh DAPI viability
O=C(NCCc1ccccc1)c1ccc(NS(=O)(=O)c2ccc3[nH]c(=O)[nH]c3c2)cc1	-11.2	7.7
CC1NC(=O)c2cc3ccccc3cc2-n2c1nc1cc(Cl)ccc1c2=O (stereo not given)	-29.8	0.5
CCCNC(=O)C1(C)CCN(C(=O)Cc2ccc(OC)c(OC)c2)C1 (stereo not given)	2.1	3.1
CCOC(=O)C1(Cc2ccccc2)NC(c2ccccc2F)C2C(=O)N(CC)C(=O)C21 (stereo not given)	-5.1	5.8
CC1(C)CC(=O)C2=C(C1)NC(=O)CC2c1cc(F)ccc1F (stereo not given)	-1.4	-6.4
CC1(C(=O)Nc2ccc3[nH]ncc3c2)CCN1C(=O)Cc1ccc(-c2ccccc2)cc1 (stereo not given)	-49.0	16.0
N#Cc1ccc(Oc2ccc(S(=O)(=O)N3CCCC3)cn2)cc1	0.1	-3.3
CC1CC(=O)Nc2ccccc2N1S(=O)(=O)c1ccc(C(F)(F)F)cc1 (stereo not given)	7.3	-5.8
CCCC1(c2ccccc2)NC(=O)N(CC(=O)NCC2COc3ccccc3O2)C1=O (stereo not given)	13.9	0.2
Cc1cc2ncn(C3CC(O)C(CO)O3)c2cc1C (stereo not given)	-2.4	-1.2
CCOC(=O)c1cn(Cc2ccccc2)c2cc(C)nn2c1=O	0.8	4.7
CC1CCCCN1CC(=O)Nc1ccc2c(c1)OC(F)(F)O2 (stereo not given)	-8.1	-4.3
O=C(CCc1nnc(CCC2CCCCC2)o1)NCCc1ccccn1	-11.4	-3.3
CCn1c(Cc2ccc(OC)cc2)nnc1SCC(=O)NC1CC1	-17.3	4.3
O=C(NCCN1CCOCC1)c1ccccc1[N+](=O)[O-]	-7.0	-5.9
COc1cc(NC(=O)C2C3C=CC(C3)C2C(=O)O)ccc1NC(=O)c1ccccc1 (stereo not given)	10.0	2.0
COc1ccccc1N/C=C/C(=C(C#N)C#N)N(C)C	15.1	-7.1
CCCNc1ncnc2c1cnn2C1CCCCO1 (stereo not given)	8.7	-9.8
O=C(COc1ncnc2cc(Cl)ccc12)c1ccc2c(c1)OCCO2	1.7	-10.7
COc1ccc2o/c(=N\O)c(C(=O)Nc3ccc(C)cc3)cc2c1	34.9	-0.6

Looked up by structure from the entries so far:
SMILES	TAG inh	TAG inh DAPI viability
Cc1cc2ncn(C3CC(O)C(CO)O3)c2cc1C (stereo not given)	-2.4	-1.2
COc1cc(NC(=O)C2C3C=CC(C3)C2C(=O)O)ccc1NC(=O)c1ccccc1 (stereo not given)	10.0	2.0

Individual results from the list.
TAG inh result of CCOC(=O)C1(Cc2ccccc2)NC(c2ccccc2F)C2C(=O)N(CC)C(=O)C21 (stereo not given) : -5.1
TAG inh DAPI viability result of CC1(C(=O)Nc2ccc3[nH]ncc3c2)CCN1C(=O)Cc1ccc(-c2ccccc2)cc1 (stereo not given) : 16.0
TAG inh DAPI viability result of CC1CC(=O)Nc2ccccc2N1S(=O)(=O)c1ccc(C(F)(F)F)cc1 (stereo not given) : -5.8

Further compounds follow.
SMILES	TAG inh	TAG inh DAPI viability
Cc1cc(C)nc(SCC(=O)Nc2ccc(S(=O)(=O)Nc3cc(C)on3)cc2)n1	2.2	2.3
COc1ccc(-c2csc(C)n2)cc1	7.9	-3.2
O=C(O)C1C2C=CC(C2)C1C(=O)Nc1ccc(C(=O)N2CCCCC2)c(Cl)c1 (stereo not given)	13.4	-8.7
OC(Cc1cccnc1)c1ccccc1 (stereo not given)	-12.0	-1.2
CCCCCC(=O)Nc1cc(S(=O)(=O)N2CCOCC2)ccc1N1CCCCC1	1.8	-8.0
CCOC(=O)Cn1nc(C)c(NC(=O)c2ccc(Cl)c([N+](=O)[O-])c2)c1C	-6.4	0.3
Cc1ccc(C(=O)OCC(=O)NC2CCCC(C)C2C)s1 (stereo not given)	-3.8	1.2
Cc1ccc(OCCNC(=O)/C=C/c2ccco2)cc1C	9.4	2.3
Cc1cccc(Cc2nnc(CCC(=O)N3CCCCC3c3nccs3)o2)c1 (stereo not given)	-6.0	4.9
Cc1cc(=O)[nH]c(NN=C2CCC(C(C)(C)C)CC2)n1 (stereo not given)	-2.3	-5.8
Cn1cc(S(=O)(=O)CC(=O)Nc2ccc(Br)cc2)c2ccccc21	-10.1	5.5
C[C@H](CO)N1C[C@H](C)[C@@H](CN(C)Cc2ccc(C(=O)O)cc2)Oc2c(NC(=O)Cc3ccccc3)cccc2C1=O	9.5	-1.5
CCCN(CC(=O)Nc1ccc(F)c(F)c1F)C(=O)c1ccc(=O)n(Cc2ccccc2)n1	4.9	-2.8
CC1(C)[C@@H](O)CC[C@]2(C)[C@H]3C(=O)C=C4[C@@H]5C[C@@](C)(C(=O)O)CC[C@]5(C)CC[C@@]4(C)[C@]3(C)CC[C@@H]12	-1.7	-4.3
O=[N+]([O-])c1ccc(C=NNC(=S)NN=Cc2ccc([N+](=O)[O-])cc2)cc1	25.9	5.7
CC(=O)c1cccc(-c2ccnc3c2CC(C(=O)NCc2ccc(F)c(F)c2)O3)c1 (stereo not given)	4.4	-21.0
CC(=O)CSc1ncnc2scc(-c3ccc(F)cc3)c12	-8.3	17.5
Cc1sc(NC(=O)c2ccco2)nc1-c1ccccc1	-12.2	4.0
Cc1cccc(NC(=S)NCCc2ccc(F)cc2)c1C	8.0	1.3
Cc1nc(N2CCC(C)CC2)c2oc3ccccc3c2n1	-19.0	2.0
Cc1ccc(NC(=O)N2CCC(C(=O)NCc3ccccc3)CC2)cc1	31.5	-2.2
CN(C)c1ncc(CN2CCC(CO)(CCCc3ccccc3)CC2)s1	3.0	-0.7
CCc1nc2ccc(C(=O)NCCOc3ccc(OC)cc3)cn2c1N(CCN(C)C)CC1CC1	28.2	-1.1
O=C(CCN1CCCC1)Nc1ccccc1	-2.6	15.2
NC(=O)C1CCN(C(=O)c2ccc(Cl)c(S(=O)(=O)NCc3ccco3)c2)CC1	-20.7	5.5
CCC(c1nnc(SC(C)C(=O)NC2CC2)n1-c1ccc(OC)cc1)N(C)C (stereo not given)	0.4	0.2
CC(C)(C)c1ccc(OCC(=O)NNC(=O)Cc2cccs2)cc1	0.2	-1.1
Cc1cccc(NC(=O)c2cccc([N+](=O)[O-])c2O)c1C	-3.1	2.7
CCCCNc1c(NC(C)=O)c(=O)oc2ccccc12	6.2	4.4
Cn1nnnc1Sc1ncnc2scc(-c3ccc(C(F)(F)F)cc3)c12	97.2	-63.4
COc1cccc(-c2nnc(SCC(=O)Nc3cc(C)ccc3OC)n2N)c1	53.2*	-3.9*
CCOC(=O)c1ccccc1NC(=O)c1cn(CC)c2nc(C)ccc2c1=O	1.4	-2.1
COc1ccc(-c2c(C#Cc3ccsc3)c3cc(-c4ccc(CN5CCOCC5)cc4)ccc3n2C)cc1	31.3	103.4
CCCc1ccc(Oc2cc(C)nc(N3CCOCC3)n2)cc1	-19.2	13.7
CCOC(=O)Cc1c[nH]c2ccc([N+](=O)[O-])cc12	14.4	4.9
Cc1cc(C)n(-c2ccc(NC(=O)C3CCCCN3C(=O)c3ccc(C)s3)cc2)n1 (stereo not given)	-3.9	0.9
Cc1cc(NC(=O)COn2nnc3ccc(Cl)cc32)no1	0.7	-4.5
CCOc1ccc(N2C(=O)c3ccccc3NC2(C)CC)cc1 (stereo not given)	-4.5	-0.9
N#Cc1ccc(OCC(=O)Nc2nc(-c3cccnc3)cs2)cc1	-11.9	4.2
COc1ccc(Cl)cc1NC(=O)C1CCN(C(=O)Nc2ccccc2)CC1	17.4	-1.6
CC(=O)C1=C(O)CC(c2ccccc2)CC1=NCCc1c(C)[nH]c2ccccc12 (stereo not given)	8.8	3.3
COC1=CC(=O)C(C2CC(=O)c3c(O)cc(O)cc3O2)=CC1=O (stereo not given)	9.4	-3.6
CC(C)COc1ccc(-c2nn(-c3ccccc3)cc2/C=C2/SC(=S)N(CC(=O)O)C2=O)cc1	2.3	3.0
CC1CCCCC12NC(=O)N(CC(=O)N1CCN(Cc3ccc(C#N)cc3)CC1)C2=O (stereo not given)	-12.9	3.3
CC1CC(C)(C)CC2(C1)NC(=O)N(CC(=O)N1CCN(S(=O)(=O)c3ccc(F)c(F)c3F)CC1)C2=O (stereo not given)	-4.6	-10.6
S=C(NCCSCc1ccc(Cl)cc1Cl)Nc1ccccc1	4.2	-12.9
CC(NC(=O)c1ccccc1)C(c1cccs1)N1CCOCC1 (stereo not given)	0.4	-12.5
Cc1ccccc1-c1nnn(CC(=O)Nc2ccc3c(c2)OCCO3)n1	-3.1	0.5
CCN(CC)c1ccc(/C=N/NC(=O)c2ccc3nc[nH]c3c2)cc1	0.4	10.5
COc1ccccc1C(=O)COC(=O)CSC(C)C(=O)Nc1cc(C)on1 (stereo not given)	-0.8	-5.9
O=C(CSc1nc2cccnc2n1Cc1ccccc1)NC1CCCCC1	-10.3	-1.2
Clc1cccc(CSc2nnc(-c3sccc3-n3cccc3)o2)c1	-49.1	18.9
COC(=O)c1c(C)[nH]c(C(=O)COC(=O)Cc2ccc3c(c2)OCCO3)c1C	-20.1	25.1
CCOC(=O)N1CCN(C(=O)c2cn(C)c3ccc(S(=O)(=O)N4CCC(C)CC4)cc3c2=O)CC1	7.2	-10.6
COc1cc(OC)c(NC(=O)CCc2ccccc2)cc1Cl	-18.9	5.1
CCCCC1S/C(=N/N=C/c2ccco2)NC1=O (stereo not given)	-8.4	5.9
CC1CCc2nc(NC(=O)c3ccc(N4C(=O)CCC4=O)cc3)sc2C1 (stereo not given)	-8.6	4.6
O=C(Nc1ccccc1)Nc1ccc(C(=O)N2CCOCC2)cc1	37.5	4.7
CC(=O)c1ccc(N2CCN(C(=O)Nc3ccc(Cl)cc3)CC2)cc1	-19.8	-13.3
COCCCNC(=O)CCn1c(=O)c2ccccc2n(CC(=O)NCCc2ccc(OC)c(OC)c2)c1=O	-0.9	3.5
(more compounds)
SMILES	TAG inh	TAG inh DAPI viability
C=C1c2cc(C)ccc2NC(=O)N1c1ccc(C)cc1	15.5	-8.4
S=C1SC2(CCCCCC2)NC2=C1CCCCC2	-32.2	15.3
CC(=O)c1ccc(N2CCN(C(=O)CCN3C(=S)NC(C)(C)CC3C)CC2)cc1 (stereo not given)	-0.9	-2.3
Cc1ccc(C)n1-c1nnc(N2CCC(C(=O)NCCCN3CCN(C)CC3)CC2)s1	17.6	-4.0
Cc1c(C(=O)C(=O)NCc2cccs2)c2ccccc2n1C	-12.0	1.8
Cn1c(N)c(C(=O)CSc2nnc(N)s2)c(=O)n(C)c1=O	-1.8	-1.2
CC(C)NC(=S)NNc1ncnc2sc3c(c12)CC(C)(C)OC3	3.7	-5.0
Cc1ccc2nc(N3CCC(C(=O)O)CC3)nc(-c3ccccc3)c2c1	-8.6	4.2
NC(=O)c1oc2ccccc2c1NC(=O)c1ccccc1	9.2	-0.9
CC1=C(C(=O)N2CCOCC2)CC(CC(=O)NCc2cccs2)C(=O)N1Cc1ccc(F)cc1 (stereo not given)	0.6	-7.7
COC(=O)c1sc(NC(=O)c2c(F)cccc2F)c(C#N)c1C	-11.8	-5.6
CC1CCCC(NC(=S)Nc2ccc(SC(F)F)cc2)C1C (stereo not given)	-5.9	-2.6
COc1ccc(OC)c(NC(=O)CSc2nnc(C3CCCCC3)o2)c1	-3.9	-5.2
Cc1cccc(C(=O)OCC(=O)N2CCCC2=O)c1[N+](=O)[O-]	-5.6	2.1
Cc1cccc(NC(=O)c2ccc([N+](=O)[O-])s2)c1C	17.7	-17.0
COc1ccc(NS(=O)(=O)c2cc(C(=O)N(C)CCc3ccccn3)ccc2Cl)cc1	-34.3	0.6
Cc1cc(SCCC(=O)O)nc2c(C)cccc12	-5.8	-9.8
CCN(CCNC(=O)C1CCN(S(=O)(=O)c2c(C)noc2C)CC1)c1ccccc1	19.3	-10.0
Cc1csc(NC(=O)CSc2nnc(Cc3cccn3C)n2-c2ccc(F)cc2)n1	-1.3	-4.0
Cn1c(=O)c2c(ncn2CC(O)CNc2ccc(Cl)cc2)n(C)c1=O (stereo not given)	5.3	-2.9

Filtered by structure, the entries above with a cyano group
SMILES	TAG inh	TAG inh DAPI viability
N#Cc1ccc(Oc2ccc(S(=O)(=O)N3CCCC3)cn2)cc1	0.1	-3.3
COc1ccccc1N/C=C/C(=C(C#N)C#N)N(C)C	15.1	-7.1
N#Cc1ccc(OCC(=O)Nc2nc(-c3cccnc3)cs2)cc1	-11.9	4.2
CC1CCCCC12NC(=O)N(CC(=O)N1CCN(Cc3ccc(C#N)cc3)CC1)C2=O (stereo not given)	-12.9	3.3
COC(=O)c1sc(NC(=O)c2c(F)cccc2F)c(C#N)c1C	-11.8	-5.6

More compounds follow:
SMILES	TAG inh	TAG inh DAPI viability
O=C1Nc2ccc(Br)cc2/C1=N\N=C\C1=C(N2CCOCC2)C(=C/c2ccccc2)/CC1	84.5*	-2.6*
COc1cc(NC(=O)COc2ccc(-n3ccnc3)cc2)cc(OC)c1	-50.8	2.5
O=C(Nc1ccc(-c2nnc3n2CCCCC3)cc1)c1cnccn1	10.9	-5.6
CNC(=O)c1cc(Oc2ccc(NC(=O)Nc3ccc(Cl)c(C(F)(F)F)c3)cc2)ccn1	-8.0	15.6
Cc1nnc(SCC(C)C)[nH]c1=O	4.3	-13.6
Cc1nc2nc(C)c(CCC(=O)NC(C)c3ccc4c(c3)OCCO4)c(C)n2n1 (stereo not given)	5.7	-10.3
COc1cc(C(=O)Nc2ccc(S(=O)(=O)Nc3cc(C)nc(C)n3)cc2)cc(OC)c1OC	4.1	-3.0
Cc1ccc(C)c(S(=O)(=O)N2CCN(C(=O)CCCc3c[nH]c4ccccc34)CC2)c1	-15.5	1.9
CC(C)(C)c1ccc(C(=O)NNC(=O)CNC(=O)c2cccs2)cc1	0.2	-2.8
COc1ccc(NC(=O)C2(C)Cc3c(-c4ccc5c(c4)OCO5)ccnc3O2)cc1 (stereo not given)	19.1	-20.2
O=C(NCCNC(=O)c1ccccc1[N+](=O)[O-])c1ccccc1[N+](=O)[O-]	-2.6	3.7

Compounds above with a tert-butyl group (3):
SMILES	TAG inh	TAG inh DAPI viability
Cc1cc(=O)[nH]c(NN=C2CCC(C(C)(C)C)CC2)n1 (stereo not given)	-2.3	-5.8
CC(C)(C)c1ccc(OCC(=O)NNC(=O)Cc2cccs2)cc1	0.2	-1.1
CC(C)(C)c1ccc(C(=O)NNC(=O)CNC(=O)c2cccs2)cc1	0.2	-2.8
